aSyn rescue: qHTS of alpha-syn Inhibitors. Yeast expressing alpha-synuclein, growth rescue, BacTiter-Glo, 24 h. Potency, µM (top dose mostly 46.1 µM), without a hit: at the top dose growth rescue (activation), hits mostly activators. AID 652106, 2013. actives 0.14% (n = 370,000); further: % of control where 0% means no effect; nearly all actives have a fitted effect of over 65% in size
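Rescue of yeast growth: cells expressing toxic alpha-synuclein, induced in galactose at OD600 0.02, incubated with compound 24 h at 30 C. ATP luminescence quantified growth; inhibitors of toxicity appear as activators.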
EPAC2 antagonist: qHTS for Antagonist of cAMP-regulated guanine nucleotide exchange factor 2 (EPAC2): primary screen; Potency, µM (top dose mostly 114 µM), for inactives: at the highest dose activity, negative = inhibition, actives largely listed as inhibitors; actives 0.18% (n = 360,000); EPAC2 GEF exchange of Rap1B-BODIPY-GDP, fluorescence; further: on the % scale 0 is the no-effect control and ±100 the full control effect; nearly all actives have a fitted effect of over 45% in size; many of its hits are not listed in these tables
Target sequence (Q8WZA2 whole entry, looked up): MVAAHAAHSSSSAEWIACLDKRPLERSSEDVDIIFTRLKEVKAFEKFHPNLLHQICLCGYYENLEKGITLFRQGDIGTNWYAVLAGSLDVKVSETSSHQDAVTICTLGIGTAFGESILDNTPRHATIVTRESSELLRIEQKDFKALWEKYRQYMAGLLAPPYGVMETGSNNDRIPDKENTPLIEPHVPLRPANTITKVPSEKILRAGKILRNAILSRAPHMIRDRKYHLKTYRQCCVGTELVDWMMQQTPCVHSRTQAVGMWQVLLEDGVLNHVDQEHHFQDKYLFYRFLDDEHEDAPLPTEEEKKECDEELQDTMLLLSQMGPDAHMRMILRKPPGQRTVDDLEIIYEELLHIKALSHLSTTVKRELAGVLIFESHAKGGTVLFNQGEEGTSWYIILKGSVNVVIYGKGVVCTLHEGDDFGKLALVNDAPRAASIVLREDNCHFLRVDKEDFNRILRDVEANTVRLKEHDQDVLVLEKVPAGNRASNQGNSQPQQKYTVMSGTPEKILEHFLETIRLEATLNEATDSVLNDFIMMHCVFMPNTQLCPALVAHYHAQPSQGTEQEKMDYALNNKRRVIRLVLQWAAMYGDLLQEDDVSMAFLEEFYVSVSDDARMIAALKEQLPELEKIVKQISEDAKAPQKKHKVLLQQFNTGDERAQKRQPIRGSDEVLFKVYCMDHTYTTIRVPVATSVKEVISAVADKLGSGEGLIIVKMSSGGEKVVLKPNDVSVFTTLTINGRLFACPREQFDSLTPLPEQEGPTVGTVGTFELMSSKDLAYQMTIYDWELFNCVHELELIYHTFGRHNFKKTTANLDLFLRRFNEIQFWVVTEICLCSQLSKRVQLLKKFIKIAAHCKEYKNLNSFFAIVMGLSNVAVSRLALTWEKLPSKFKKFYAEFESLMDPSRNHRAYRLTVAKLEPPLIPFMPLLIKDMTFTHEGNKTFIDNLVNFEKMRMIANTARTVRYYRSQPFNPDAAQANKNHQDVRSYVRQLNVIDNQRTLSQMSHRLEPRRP
EPAC2 agonist: qHTS for Agonist of cAMP-regulated guanine nucleotide exchange factor 4 (EPAC2): primary screen. Potency, µM (highest dose often 154 µM), for the others: top-dose activation, actives largely listed as activators. AID 720711, 2013. Rap guanine nucleotide exchange factor 4 (Homo sapiens), Q8WZA2. actives 0.079% (n = 360,000). EPAC2 activation, biochemical qHTS; response scale: 100% = 6.5 mM cAMP response; further: nearly all actives have a fitted effect of over 50% in size
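Nucleotide exchange monitored as fluorescence drop when BODIPY-GDP leaves Rap1B. Reaction: 100 nM EPAC2, 250 nM RAP1B-BODIPY-GDP, 50 uM GDP, room temperature, kinetic read over 30 min. Activity expressed relative to 6.5 mM cAMP.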
EPAC1 agonist: qHTS for Agonist of cAMP-regulated guanine nucleotide exchange factor 3 (EPAC1): primary screen; Rap guanine nucleotide exchange factor 3 (Homo sapiens), O95398; EPAC1 agonist qHTS, biochemical assay; response scale: 100% = response to 6.5 mM cAMP; Potency, µM (top dose mostly 154 µM), for the others: at the highest dose activation, most hits filed as activators; actives 0.073% (n = 360,000); AID 720707, 2013; further: nearly all actives have a fitted effect of over 60% in size
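Compounds were pinned as a concentration titration into mixtures of EPAC1 (100 nM), BODIPY-GDP-loaded Rap1B (250 nM) and GDP (50 uM). After 5 min at room temperature, fluorescence was followed for 30 min; activity was scaled to 6.5 mM cAMP.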
PTHR1 agonist: qHTS for PTHR1 Agonists: Primary Screen; Parathyroid hormone/parathyroid hormone-related peptide receptor (Homo sapiens), Q03431; HEK293 GP2 PTHR1 cells, GloSensor cAMP luminescence, 1 h; Potency, µM (series often up to 115 µM), for the others: at the top dose activation, actives largely listed as activators; actives 0.075% (n = 410,000); AID 743266, 2014; further: nearly all actives have a fitted effect of over 55% in size; some results filed as inactive show a strong effect at the top dose; inactives centre near -15; many of its hits are not listed in these tables
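HEK-293-derived GP2 cells expressing PTHR1 and a GloSensor cAMP reporter, 3,000/well, plated overnight, given luciferin plus IBMX (each 0.5 mM as added) for 1 h at 37 °C, then compound for 1 h at 37 °C. Luminescence was read after 15 min at room temperature.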
TDP-43 yeast inh: qHTS of TDP-43 Inhibitors; TDP-43 expressing yeast growth rescue, BacTiter-Glo, 24 h; Potency, µM (doses to about 46.1 µM), for inactives: at the highest dose growth rescue (activation), usual class: activators; actives 1.8% (n = 410,000); AID 652104, 2013; further: % of control where 0% means no effect; nearly all actives have a fitted effect of over 50% in size
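Yeast cells expressing TDP-43 under galactose induction are exposed to compounds for 24 hr at 30 deg C. BacTiter-Glo luminescence measures growth, so protective compounds score as activators.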
EPAC1 antagonist: qHTS for Antagonist of cAMP-regulated guanine nucleotide exchange factor 3 (EPAC1): primary screen | EPAC1 GEF assay, Rap1b-BODIPY-GDP exchange fluorescence | Potency, µM (highest dose often 115 µM), inactives show at the top dose activity change, negative = inhibition, most hits filed as inhibitors | actives 0.14% (n = 360,000);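 further: plate controls were vehicle for no effect and positive control for full effect; nearly all actives have a fitted effect of over 50% in size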
FUS yeast rescue: qHTS for Suppressors of FUS Proteinopathy: Primary screen using FUS-linked yeast assay | actives 0.24% (n = 390,000) | S. cerevisiae FUS-expressing, growth rescue, OD600, 24 h | Potency, µM (top dose mostly 76.6 µM), for the others: top-dose growth rescue (activation), hits mostly activators;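 further: plate controls were DMSO vehicle for no effect and reference control for full effect; nearly all actives have a fitted effect of over 55% in size; some results filed as inactive show a strong effect at the top dose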
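Yeast expressing FUS under galactose induction, OD 0.005 in 2% galactose medium; compounds in a dilution series, 24 h at 30C. Growth rescue by absorbance at 600 nm; CP55940 positive control, DMSO negative.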
The depositor's hits bear a star; i = inactive; u = inconclusive; x = not tested or not shown; [ ] = another dose, or the depositor's remark. The call rests on the fitted dose curve; in most records, active means well fitted curve in the direction sought with a large enough effect; inconclusive means small, poorly fitted or top-dose-only effect, or another doubt; inactive means no such curve, though single readings can be large; an effect the other way counts as inactive or inconclusive. Potency means the concentration at half of the fitted maximal effect. This is a subset; rates above refer to the full screens.

Values run as follows: aSyn rescue	EPAC2 antagonist	EPAC2 agonist	EPAC1 agonist	PTHR1 agonist	TDP-43 yeast inh	EPAC1 antagonist	FUS yeast rescue
> O=C(NCc1ccccn1)c1ccccc1OCc1ccccc1Cl
 : 1%	u	-2%	-4%	-16%	4%	0%	2%
> COC(=O)c1nn(-c2ccc3c(c2)OCO3)cc1O
 : -20%	11%	6%	1%	-41%[inhibitor]	-27%	5%	7%
> CCCCNC(=S)Nc1ccc2[nH]c(=O)[nH]c2c1
 : -2%	2%	7%	10%	-6%	-9%	3%	3%
> CCc1ccc(OCC(=O)NC(=S)Nc2ccc(C(C)=O)cc2)c(Br)c1
 : -12%	-3%	10%	4%	i	-5%	3%	-19%
> Cc1ccc(-c2cnc3c(Cl)c(C)nn3c2)cc1
 : 4%	-9%	-4%	2%	0%	29%	-11%	-12%
> CC(C)(C)Cc1nnc(NC(=O)c2ccco2)s1
 : -20%	6%	18%	5%	u	-4%	-2%	-13%
> CCC(C)NC(=O)CCn1c(-c2ccccc2)cc(C(C)=O)c1C (configuration not stated)
 : -4%	1%	22%	1%	-16%	-1%	-8%	x
> Cc1ccc(-c2nc3ncccc3o2)cc1NC(=O)c1ccc([N+](=O)[O-])o1
 : 3%	0%	5%	9%	-5%	-5%	7%	-12%
> CCOC(=O)c1csc(N)c1-c1ccc([N+](=O)[O-])cc1
 : 3%	-28%	10%	10%	-9%	0%	-1%	14%
> CCOC(=O)C1(Cc2ccccc2)CCN(Cc2cccc3nccnc23)CC1
 : 0%	-4%	3%	0%	i	-6%[0.397 µM]	-4%	-12%

Remaining list, next part
Values run as follows: aSyn rescue	EPAC2 antagonist	EPAC2 agonist	EPAC1 agonist	PTHR1 agonist	TDP-43 yeast inh	EPAC1 antagonist	FUS yeast rescue
> Nc1ccccc1Nc1cc(-c2cccc(Cl)c2)nn1-c1ccccc1
 : -15%	0%	10%	4%	-17%	u	1%	x
> NC(=O)CSc1nnc(Cc2ccc3c(c2)OCO3)n1C1CCCCC1
 : 2%	-4%	7%	0%	i	-2%	-1%	12%
> COc1cccc(NC(=O)Cn2c(=O)n(-c3cc(OC)c(OC)c(OC)c3)c(=O)c3ccccc32)c1
 : -6%	-8%	7%	4%	-12%	-18%	8%	21%
> Cc1c(C(=O)NCCSCc2cccc(C(F)(F)F)c2)cnn1-c1ccc(F)cc1
 : 8%	-28%	5%	1%	-41%[inhibitor]	u	-21%	37%
> CCCCc1ccc(S(=O)(=O)NNC(=S)NCc2ccco2)cc1
 : 0%	0%	-11%	-15%	-16%	12%	-8%	9%
> CCOc1ncccc1C(=O)OCC(=O)Nc1ccc2c(c1)OCCO2
 : -15%	4%	8%	7%	-39%	24%	3%	-9%
> Cc1ccc(-n2cnc(=O)c3cccnc32)cc1
 : 1%	9%	-7%	3%	i	25%	16%	-1%
> C[C@H](O)[C@@H]1C(=O)N2CCc3c([nH]c4ccccc34)[C@@H]2C[C@@H]1N(C)Cc1ccc2c(c1)OCO2
 : 2%	-1%	4%	-11%	-19%	23%	6%	-20%
> CCN(CC)S(=O)(=O)c1ccc(OCC2CCCCO2)c([N+](=O)[O-])c1 (configuration not stated)
 : 5%	-2%	10%	-2%	-66%[inhibitor]	7%	18%	34%
> Cc1cc(NC(=O)CN2CCCCC2C)no1 (configuration not stated)
 : -2%	-2%	3%	5%	i	-8%	-8%	-1%

(more compounds)
Values run as follows: aSyn rescue	EPAC2 antagonist	EPAC2 agonist	EPAC1 agonist	PTHR1 agonist	TDP-43 yeast inh	EPAC1 antagonist	FUS yeast rescue
> COc1ccccc1C(=O)NCc1nnc(SC(C)C(=O)Nc2nccs2)n1C (configuration not stated)
 : -5%	-4%	1%	4%	16%	-3%	-6%	3%
> CC(=O)c1ccc(OCc2ccc(C(=O)c3ccccc3)cc2)cc1
 : 1%	-5%	14%	2%	-43%[inhibitor]	u	-9%	11%
> CCOC(=O)Cn1cnc2c(cnn2-c2ccc(OC)cc2)c1=O
 : 7%	8%	1%	3%	-2%	10%	9%	-17%
> Cc1ccc(C2NC(=O)Cc3ccccc32)cc1 (configuration not stated)
 : 7%	4%	9%	1%	i	9%	4%	-1%
> Cc1ccc(C(=O)Nc2ccccc2C(=O)N2CCCCC2C)cc1 (configuration not stated)
 : -8%	17%	5%	2%	i	-6%	11%	x
> Cc1cc(C(=O)NCCCN2CCCC2=O)cs1
 : 5%	-4%	7%	11%	i	-1%	-4%	2%
> CCN(CC)S(=O)(=O)c1ccc(N(C)Cc2cccnc2)nc1
 : -4%	-3%	5%	11%	-17%	2%	-6%	-11%
> Cc1ccc(-c2nc(NC(=O)c3ccc(S(=O)(=O)N(CCC#N)CCC#N)cc3)sc2-c2ccccc2)cc1
 : -5%	-11%	-8%	5%	i	9%	-10%	4%
> Cc1ccc(S(=O)(=O)c2ccc([N+](=O)[O-])o2)cc1
 : u	13%	10%	-6%	-37%[inhibitor]	u	-1%	x
> CCC(Sc1nc2ccc(N)cc2s1)C(=O)Nc1nccs1 (configuration not stated)
 : x	0%	2%	6%	i	-10%	4%	u

Remaining list, next part.
Values run as follows: aSyn rescue	EPAC2 antagonist	EPAC2 agonist	EPAC1 agonist	PTHR1 agonist	TDP-43 yeast inh	EPAC1 antagonist	FUS yeast rescue
> CC(C)(C)NC(=O)CN(C(=O)CCC(=O)Nc1nccs1)c1cccc(C(F)(F)F)c1
 : u	-1%	-7%	-15%	i	7%	-4%	-4%
> CC1(C)CC(=O)c2c(O)c(-c3ccccc3)c(=O)n(-c3ccccc3)c2C1
 : -10%	-10%	-2%	2%	-15%	-11%	11%	x
> CNC(=S)N1N=C(c2ccc(C)cc2)CC1c1cc(OC)ccc1OC (configuration not stated)
 : 16%	-18%	12%	17%	-22%	-27%	-28%	u
> O=C1c2ccccc2C(=O)N1CN(C(=O)COc1ccc(Cl)cc1Cl)c1cccc(F)c1
 : 3%	-3%	6%	5%	-9%	4%	-9%	-14%
> Cc1ccccc1N1CC(C(=O)Nc2nnc(SCCC3OCCO3)s2)CC1=O (configuration not stated)
 : -2%	5%	-2%	4%	i	12%	-27%	26%
> Cc1cccc(NC(=O)Cn2nc([N+](=O)[O-])c(Br)c2C)n1
 : -2%	-1%	-6%	-2%	-56%[inhibitor]	-8%	9%	18%
> OC1c2c(F)cccc2N=C2CCCCCN21 (configuration not stated)
 : -11%	6%	7%	-4%	-18%	-9%	-17%	-16%
> CC(C)=C1C2CCC1C(C(=O)NCc1ccccc1)C2C(=O)O (configuration not stated)
 : 10%	0%	-2%	0%	-4%[57.5 µM]	u	-11%	26%
> Cc1cc(C)cc(N=C2NC(=O)CS2)c1
 : 7%	0%	-4%	4%	i	1%	-13%	-11%
> COC(=O)C1=C(C)OC(N)=C(C#N)C1c1cccnc1 (configuration not stated)
 : -4%	1%	1%	-5%	13%	0%	5%	-6%

Arranged by SMILES length (ascending): 11 of the compounds above
Values run as follows: aSyn rescue	EPAC2 antagonist	EPAC2 agonist	EPAC1 agonist	PTHR1 agonist	TDP-43 yeast inh	EPAC1 antagonist	FUS yeast rescue
> OC1c2c(F)cccc2N=C2CCCCCN21 (configuration not stated)
 : -11%	6%	7%	-4%	-18%	-9%	-17%	-16%
> Cc1cc(C)cc(N=C2NC(=O)CS2)c1
 : 7%	0%	-4%	4%	i	1%	-13%	-11%
> Cc1ccc(C2NC(=O)Cc3ccccc32)cc1 (configuration not stated)
 : 7%	4%	9%	1%	i	9%	4%	-1%
> CCCCc1ccc(S(=O)(=O)NNC(=S)NCc2ccco2)cc1
 : 0%	0%	-11%	-15%	-16%	12%	-8%	9%
> CC(=O)c1ccc(OCc2ccc(C(=O)c3ccccc3)cc2)cc1
 : 1%	-5%	14%	2%	-43%[inhibitor]	u	-9%	11%
> Cc1cccc(NC(=O)Cn2nc([N+](=O)[O-])c(Br)c2C)n1
 : -2%	-1%	-6%	-2%	-56%[inhibitor]	-8%	9%	18%
> Cc1ccccc1N1CC(C(=O)Nc2nnc(SCCC3OCCO3)s2)CC1=O (configuration not stated)
 : -2%	5%	-2%	4%	i	12%	-27%	26%
> CCN(CC)S(=O)(=O)c1ccc(OCC2CCCCO2)c([N+](=O)[O-])c1 (configuration not stated)
 : 5%	-2%	10%	-2%	-66%[inhibitor]	7%	18%	34%
> Cc1ccc(-c2nc3ncccc3o2)cc1NC(=O)c1ccc([N+](=O)[O-])o1
 : 3%	0%	5%	9%	-5%	-5%	7%	-12%
> CC(C)(C)NC(=O)CN(C(=O)CCC(=O)Nc1nccs1)c1cccc(C(F)(F)F)c1
 : u	-1%	-7%	-15%	i	7%	-4%	-4%
> COc1cccc(NC(=O)Cn2c(=O)n(-c3cc(OC)c(OC)c(OC)c3)c(=O)c3ccccc32)c1
 : -6%	-8%	7%	4%	-12%	-18%	8%	21%

(next part)
Values run as follows: aSyn rescue	EPAC2 antagonist	EPAC2 agonist	EPAC1 agonist	PTHR1 agonist	TDP-43 yeast inh	EPAC1 antagonist	FUS yeast rescue
> COc1cccc(CN(C)C(=O)C23CC4CC(CC(C4)C2)C3)c1
 : u	-20%	9%	-1%	-20%	17%	0%	11%
> CCOc1ccc(CN(C(=O)c2cc3ccccc3oc2=O)C2CC2)cc1
 : -4%	-4%	-9%	3%	-14%[57.5 µM]	2%	-1%	24%
> Cc1cccc2cc(C(c3nnnn3Cc3ccc4c(c3)OCO4)N3CCCC3)c(=O)[nH]c12 (configuration not stated)
 : -14%	8%	-3%	0%	i	-1%	-10%	14%
> COc1ccc(NC(=O)NNC(=O)COc2ccc3cc(Br)ccc3c2)cc1
 : -3%	4%	6%	18%	i	0%	-10%	7%
> Cc1ccc(S(=O)(=O)N2CCOCC2)cc1NC(=O)CNC1CCCC1
 : -5%	2%	8%	13%	i	15%	3%	-10%
> O=Cc1cccn1-c1ccccc1
 : -5%	0%	8%	5%	i	11%	-10%	-15%
> Clc1ccc(CSc2nnc(CN3CCOCC3)n2-c2ccccc2)cc1Cl
 : 3%	0%	5%	-2%	i	2%	9%	38%
